Yfh1-depleted yeast: enhancers of respiration in Yfh1-depleted yeast, dose response, Friedreich's ataxia, plus single-dose screen (AID 1465); S. cerevisiae Yfh1-off respiration, WST-1 reduction, 72 h; higher fold induction means a stronger effect; fold induction at 50 µM, or EC50 in µM where a hit was titrated; 220,000 tested, 0.074% active;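 active = fold induction of absorbance versus untreated yeast above a set limit, then at least 30% activation at any dose in follow-up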;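 note: activators that raise dye reduction in frataxin-depleted yeast; strong numbers were not always called active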
bCat nuc transl: modulators of beta-catenin nuclear translocation, primary screen, imaging, HeLa cells, immunofluorescence, high-content. nuclear translocation activity, % at 5 µM. AID 1665, 2009. 190,000 tested, 0.3% active;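 active = nuclear translocation activity above 50% at 5 µM, with a well cell count of 50 or more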;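 note: per-cell ratio of nuclear to cytoplasmic median beta-catenin stain intensity; plate controls were DMSO negative control for no effect and GSK-3 inhibitor IX positive control for full effect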
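Test system: human HeLa cells, native beta-catenin. Compound dosing: 5 µM primary single dose, 0.1% DMSO, 0.02–20 µM confirmation series. Incubation: compound exposure 24 h at 37°C. Detection: beta-catenin immunostaining with DAPI counterstain, 20x imaging, 6 fields/well. Read-out basis: Nuclear/cytoplasmic beta-catenin signal ratio, % activation.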
NOD1 inhibition: NOD1 signaling inhibitors, primary screen, cell-based, luminescence, uHTS (AID 1578); NOD1-driven NF-kB luciferase reporter cells, luminescence; higher % means a stronger effect; inhibition, % at 4 µM, or EC50 in µM where a hit was titrated; 290,000 tested, 1% active; in the data active = inhibition mostly above about 36%, no sharp cut-off; inactive = mostly below about 34%;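 note: HEK-293T reporter cells stimulated with the NOD1 agonist gamma-tri-DAP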
MT stabilize HCS: microtubule stabilizers in HeLa cells, primary screen, imaging, high-content imaging | HeLa tubulin immunostaining HCS, 24 h; share of cells brighter than vehicle mean+2SD | % tubulin-high responders, % at 10 µM | 200,000 tested, 0.83% active;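 active = plate Z-score above 3 for both tubulin-high and condensed-nucleus cell shares, with cell loss under 80%, at 10 µM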;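 note: anti alpha tubulin signal scored within the nucleus-defined area of each cell; some results filed as inactive read as strong as hits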
HEK293 NOD2/NF-kB: NOD2 signaling inhibitors, cell-based, luminescence, uHTS, HEK293 (AID 1566); inhibition, % at 4 µM; hits with a dose series show EC50 in µM; 290,000 tested, 0.63% active; HEK293 NOD2/NF-kB luciferase reporter, luminescence; higher % means a stronger effect; in the data active = inhibition above about 50%; note: many of its hits are not listed in these tables
Insulin prom up: insulin promoter activators in MIN6 cells, imaging, high-content screening, mouse beta cells | MIN6 insulin promoter-GFP reporter; hits give high values | z-score at 5 µM | 190,000 tested, 0.3% active | AID 1625, 2009;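 active = z-score above 3 at 5 µM with at least 500 cells counted in the well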
Dynein cargo inh: inhibitors of GR-EGFP nuclear translocation, primary screen, dynein cargo transport inhibitor project, imaging, high-content, 3617.4 mouse cells | AID 1381, 2008 | test concentration mostly 20 µM; stimulated with dexamethasone, 1 µM; hits give low values | z-score, hits read low | 220,000 tested, 0.47% active;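 active = plate z-score of nuclear minus cytoplasmic receptor signal below a set negative limit, without overly bright fluorescence or cell loss, cut at about -3.5 in these data, passing the limit was not always enough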;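 note: z-score of nuclear minus cytoplasmic ring GR-EGFP intensity difference per well; some compounds called inactive have numbers as strong as hits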
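medium = tetracycline-free induction medium containing charcoal-stripped FBS | probe or stimulus = dexamethasone, 1.0 µM final | timing = 48 h induction, then 1 h compound, then 30 min agonist, 37 °C | detection = automated 10x imaging of fixed Hoechst-stained cells | read-out basis = nuclear versus cytoplasmic GR-EGFP signal, averaged per well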
M17LAP inhibition: P. falciparum M17LAP inhibitors, primary screen, biochemical, fluorogenic H-Leu-NHMec substrate, 1536-well (AID 1619); 220,000 tested, 0.38% active; recombinant M17LAP, H-Leu-NHMec fluorogenic kinetic assay; higher % means a stronger effect; one-dose inhibition, % at 30 µM; IC50 in µM for titrated hits; Leucine aminopeptidase (Plasmodium falciparum (isolate 3D7));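 active = compound inhibiting the enzyme by more than half at any dose during confirmatory dose-response retesting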;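 note: plate controls were full reaction with DMSO carrier for no effect and no enzyme background for full effect; strong numbers were not always called active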
Autophagy HCS: autophagy modulators in MEF cells, primary screen, imaging, high-content, MEF GFP-LC3 | calls only at 10 µM (by protocol) | AID 463193, 2010 | MEF GFP-LC3 puncta imaging; test concentration mostly 10 µM | 190,000 tested, 0.98% active;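 active = percentage of spot-positive cells more than 3 SD above its plate mean, without a fluorescence outlier flag or 80% toxicity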;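 note: spot-positive cell cutoff set from DMSO-treated cells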
Dynein cargo inh cytoplasmic EGFP: further read-out of Dynein cargo inh, marked with its call; z-score; measured here: cytoplasmic GR-EGFP intensity; hits give high values
Dynein cargo inh nuclear GR-EGFP: second read-out of Dynein cargo inh, no call of its own (marks repeat the call); z-score; measured here: nuclear GR-EGFP intensity;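 lower value marks the stronger effect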
Dynein cargo inh cell count: also measured in Dynein cargo inh; calls as there; z-score; measured here: cell count per field
Insulin prom up cell count: further read-out of Insulin prom up, marked with its call; cell count; measured here: cytotoxicity, nuclei count;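 total cells summed across four imaged fields per well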
bCat nuc transl cell count 5 µM: recorded beside bCat nuc transl, whose call it bears; cell count; measured here: cell count, cytotoxicity flag
MT stabilize HCS Hoechst-high %: further read-out of MT stabilize HCS, marked with its call; % Hoechst-high responders; measured here: nuclear condensation Hoechst responders;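 share of cells brighter than vehicle mean plus two SD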
MT stabilize HCS cytotoxicity %: further read-out of MT stabilize HCS, marked with its call; toxicity, %; measured here: cytotoxicity by cell density;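 0% = mean cell density of plate MIN control wells and 100% = no cells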
Autophagy HCS cell loss 18 h: also measured in Autophagy HCS; calls as there; toxicity, %; measured here: cell loss, nuclei count;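 cell loss after 18 h compound exposure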
* = called active by the depositor; i = inactive; x = not tested or not shown; + = active, no number. Only part of the results is shown; rates above refer to the full screens.

SMILES	Yfh1-depleted yeast	bCat nuc transl	bCat nuc transl cell count 5 µM	NOD1 inhibition	MT stabilize HCS	MT stabilize HCS Hoechst-high %	MT stabilize HCS cytotoxicity %	HEK293 NOD2/NF-kB	Insulin prom up	Insulin prom up cell count	Dynein cargo inh	Dynein cargo inh cytoplasmic EGFP	Dynein cargo inh nuclear GR-EGFP	Dynein cargo inh cell count	M17LAP inhibition	Autophagy HCS	Autophagy HCS cell loss 18 h
CC(=O)N1c2ccccc2C(C)(C)C2CCC(C)CC21 (stereo not given)	i	3.3	1005	-5.9%	3.1	1.7	7.0	-3.5%	x	x	0.0319	-0.18	-0.109	-0.875	16.0%	i	-0.8
CCOc1cc(/C=N/n2cnnc2)ccc1O	i	-0.9	1081	-10.8%	5.4	2.7	4.3	5.8%	0.43	1629	-0.983	-0.32	-0.779	1.43	27.4%	i	-3.6
CCC(c1nnnn1C1CCCC1)N(Cc1cccs1)Cc1cc2cccc(C)c2[nH]c1=O (stereo not given)	i	-6.6	951	14.4%	4.7	0.8	29.8	19.8%	-1.03	831	-0.141	-0.214	-0.15	-0.127	11.7%	i	19.6
O=C(NC1CC1)C1CCN(Cc2cnn(-c3ccccc3)c2-n2cccc2)CC1	i	x	x	0.9%	1.7	1.1	4.7	7.5%	0.56	887	1.99	0.152	1.13	-0.648	-6.1%	i	-7.4
C=CCNC(=S)NCc1ccc(CNC(=S)NCC=C)cc1	i	1.9	1030	-14.3%	3.0	1.7	0.3	9.9%	-0.5	1228	0.647	-0.208	0.546	-1.37	12.7%	i	33.0
CCCCC1=CC2=CC(=O)C(C)(OC(=O)CCc3ccccc3)C(=O)C2=CO1 (stereo not given)	i	-0.4	1163	-0.3%	x	x	x	20.4%	0.5	998	-0.651	-0.722	-0.489	0.159	19.0%	x	x
CCn1c(=O)n(CC(=O)N2CC(C)CC(C)C2)c(=O)c2ccccc21 (stereo not given)	i	3.2	1346	-20.5%	3.1	2.2	4.1	2.4%	-0.17	1587	-0.39	-0.119	-0.938	-0.286	7.3%	i	-1.6
O=C1C2CC=C(Cl)CC2C(=O)N1CC1OCCc2ccccc21 (stereo not given)	i	0.2	1169	-1.4%	1.5	1.5	5.1	-13.1%	0.84	924	-0.201	-0.0603	0.00779	0.109	10.3%	i	-3.8
O=C(NCCCN1CCCC1=O)c1cc2c(s1)CCCCC2	i	-0.3	1346	-4.7%	x	x	x	-15.3%	0.67	943	1.02	-0.668	0.213	-1.45	3.1%	x	x
CCOc1ccc(-c2cn(-c3ccc(OC)cc3)c(SC)n2)cc1	i	0.6	923	-17.9%	1.9	1.5	7.4	-29.5%	-0.38	1151	-0.108	-0.142	-0.293	0.46	11.8%	i	4.8
C=CCN(CC=C)C(=S)NC(=O)c1ccc(C)c(Br)c1	i	0.0	936	107.6%*	1.5	1.7	10.2	-22.3%	-0.4	957	0.506	-0.256	0.373	-0.883	1.2%	i	-1.8
CC(=O)NCCN1C(=O)S/C(=C\c2cccs2)C1=O	i	-4.0	1043	-34.3%	2.2	1.5	1.0	-2.4%	0.12	1625	0.106	-0.292	0.248	0.407	9.4%	i	17.7
CCOc1ccc(C(CC(=O)O)NC(=O)c2cccs2)cc1 (stereo not given)	i	0.2	547	37.5%	5.8	2.5	3.4	6.0%	0.03	1091	-0.522	-0.262	0.311	0.798	2.3%	i	8.6
COc1ccc(NC(=O)Nc2cc(C)ccc2OC)cc1	i	x	x	-19.7%	2.1	1.0	24.1	-4.0%	0.32	1112	-0.76	-0.286	-0.362	0.264	-1.8%	i	-1.4
O=C(Oc1ccc(Nc2ncnc3ccccc23)cc1)c1cccnc1	i	-4.1	1187	0.0%	4.7	1.7	4.4	-16.9%	0.93	1653	-0.381	-0.226	0.0111	0.374	4.8%	i	-9.8
Cc1ccc(N(CCC#N)C(=O)CCl)cc1C	i	3.6	902	97.7%*	4.2	1.4	0.9	-18.6%	0.47	1146	-4.39*	0.797*	-2.62*	-0.793*	-10.0%	i	6.1
c1ccc(OCCOc2ccccc2-c2nnco2)cc1	i	0.2	945	11.5%	2.4	2.9	8.8	-9.4%	0.04	1232	0.142	-0.106	0.06	0.286	-5.6%	i	19.0
Cc1ccc(CCNC(=O)CNC(=S)N(Cc2ccccc2)Cc2cccnc2)cc1	i	0.7	1087	-49.7%	1.3	2.7	9.4	-2.2%	-0.37	1325	-1.37	-0.13	-0.945	0.64	10.5%	i	13.1
CCSc1nc(=O)n(-c2ccccc2)c(C)c1C(C)=O	i	-2.3	1136	-21.5%	3.4	2.4	10.5	6.0%	0.17	2051	1.14	-0.422	0.443	-0.372	7.0%	i	11.9
CC(Sc1ccc(Br)cc1)C(N)=O (stereo not given)	i	-0.9	1176	4.3%	3.8	2.1	11.8	-0.4%	0.08	1062	-0.363	-0.186	0.285	0.128	-4.0%	i	-2.0
CCOC(=O)c1ccccc1NC(=O)c1ccc2nccnc2c1	i	-3.0	1042	-7.2%	4.0	2.3	8.6	14.4%	-0.58	1167	3.19	0.206	1.59	-1.28	4.8%	i	0.3
Clc1ccc(N2CCN(c3cnc4ccccc4n3)CC2)cc1	i	4.6	1082	-10.3%	0.9	1.9	7.9	-17.7%	0.26	735	0.828	-0.175	0.844	-0.465	-12.9%	i	1.9
COCCn1c(SCC(=O)c2c[nH]c3ccccc23)nnc1-c1ccncc1	i	1.3	823	-3.8%	2.4	2.4	4.8	16.2%	-0.16	1234	0.653	0.205	1.05	-1.98	-9.8%	i	-12.4
CN(C)CCCCCCCCCCC(=O)/C=N/O	i	x	x	x	1.7	1.7	8.6	x	x	x	0.498	-0.265	0.475	0.233	x	i	-3.7
CCOc1ccc(CNC(=O)c2ccc(Sc3ccc(C)cc3)c(NC(C)=O)c2)cc1OC	i	3.3	1097	46.6%	1.5	1.8	3.5	11.4%	-0.3	1311	0.895	-0.273	0.523	-0.127	4.8%	i	13.6
CCOC(=O)c1cc(CN2CCOCC2)oc1-c1ccccc1	i	-1.7	689	0.7%	3.3	2.5	7.3	2.3%	0.81	948	-0.765	-0.139	-0.581	-0.374	0.0%	i	25.4
CC1CCc2nn(CC(=O)NCc3ccc4c(c3)OCO4)cc2C1 (stereo not given)	i	-1.0	1126	-18.5%	4.2	1.7	3.8	-8.9%	-0.76	1934	0.462	-0.248	0.484	0.826	11.2%	i	8.6
COc1ccc(N/N=C(\C=N\O)C(=O)c2ccc(OC)cc2)cc1	i	x	x	-15.0%	38.0*	19.5*	47.3*	-27.8%	-0.68	607	0.148	0.372	-0.106	-0.623	18.0%	+	52.4*
O=C(Nc1ccnc(-c2cccnc2)n1)c1ccc(Cl)c(Cl)c1	i	-8.6	992	-19.5%	2.2	2.3	4.1	-30.4%	0.98	1453	0.285	-0.154	0.747	-0.26	1.1%	i	-7.7
O=C(O)c1cccc(COCC(F)(F)C(F)F)c1	i	1.8	1166	-8.3%	3.0	2.1	3.3	6.4%	-0.36	1281	-0.0578	-0.173	0.304	-0.423	5.0%	+	24.4*
Cc1cc2cc(C(c3nnnn3CC3CCCO3)N3CCCc4ccccc43)c(=O)[nH]c2cc1C (stereo not given)	i	2.8	1037	-4.6%	6.2	4.7	10.1	4.7%	x	x	-0.516	-0.208	0.0505	0.16	13.6%	i	4.1
Cn1c(=O)c2c(nc(NCc3cccnc3)n2Cc2ccccc2Cl)n(C)c1=O	i	0.8	1493	-21.3%	3.2	3.1	4.8	-3.8%	0.06	1489	-0.471	-0.324	0.114	1.14	5.2%	i	20.7
Cc1ccc(NS(=O)(=O)c2ccc3[nH]c(=O)sc3c2)cc1	i	-2.4	1129	-1.1%	2.1	2.4	10.3	2.5%	-0.26	1239	-0.179	-0.325	-0.237	-0.237	-3.6%	i	6.5
O=C(Cn1cccc1)N1CCc2ccccc21	i	-2.9	956	-31.1%	6.5	3.5	8.7	-12.0%	0.58	1641	-0.719	-0.34	-0.207	0.407	8.6%	i	-8.9
O=C(Nc1ccc2nc(-c3ccco3)[nH]c2c1)c1cccs1	i	0.0	1028	-23.8%	3.0	0.7	39.6	-31.8%	0.05	1097	-0.815	-0.247	-0.168	-0.536	8.3%	i	9.8
COc1ccc(N2C(=O)CC(N3CCOCC3)C2=O)cc1 (stereo not given)	i	-1.5	1163	-15.4%	2.6	2.3	7.7	-1.2%	0.05	1226	-0.36	-0.186	0.13	0.605	-5.4%	i	5.4
COc1ccccc1C(=O)NC(=S)N1CCc2ccccc21	i	-4.5	1034	-35.8%	1.8	1.6	3.9	11.3%	-0.05	1605	-0.522	-0.237	-0.11	0.437	-0.4%	i	-35.2
COc1ccc(-c2nc(CCNS(=O)(=O)c3ccc4c(c3)OCCO4)cs2)cc1	i	2.1	967	18.0%	6.8	2.4	6.8	25.5%	0.69	1908	-0.16	-0.225	0.0239	0.0563	1.6%	i	3.3
C/C(CC(=O)NC1CCCC1)=N\NC(=O)c1ccc([N+](=O)[O-])c(Cl)c1	i	x	x	-5.3%	2.8	3.8	5.1	0.8%	1.12	1125	-0.427	-0.294	-0.563	0.488	-2.9%	i	13.3
